From PubChem BioAssay
ASK1 primary – inhibitors of human ASK1 kinase. Q99683. AlphaScreen MKK6 phosphorylation by ASK1, luminescence. inhibition, % at 7.44 µM. 0.99% of 22,000 active. AID 1159602; in the data active means inhibition above about 35%;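 further: 0% = median of compound wells and 100% = no enzyme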
ULK1 inh – inhibitors of human ULK1 kinase; O75385; inhibition, % at 5.96 µM; AlphaScreen Atg13 phosphorylation by ULK1, luminescence; 1.9% of 30,000 active; in the data active means inhibition above about 43%;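 further: 0% = median of compound wells and 100% = no enzyme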
Target sequence (O75385 whole entry, looked up): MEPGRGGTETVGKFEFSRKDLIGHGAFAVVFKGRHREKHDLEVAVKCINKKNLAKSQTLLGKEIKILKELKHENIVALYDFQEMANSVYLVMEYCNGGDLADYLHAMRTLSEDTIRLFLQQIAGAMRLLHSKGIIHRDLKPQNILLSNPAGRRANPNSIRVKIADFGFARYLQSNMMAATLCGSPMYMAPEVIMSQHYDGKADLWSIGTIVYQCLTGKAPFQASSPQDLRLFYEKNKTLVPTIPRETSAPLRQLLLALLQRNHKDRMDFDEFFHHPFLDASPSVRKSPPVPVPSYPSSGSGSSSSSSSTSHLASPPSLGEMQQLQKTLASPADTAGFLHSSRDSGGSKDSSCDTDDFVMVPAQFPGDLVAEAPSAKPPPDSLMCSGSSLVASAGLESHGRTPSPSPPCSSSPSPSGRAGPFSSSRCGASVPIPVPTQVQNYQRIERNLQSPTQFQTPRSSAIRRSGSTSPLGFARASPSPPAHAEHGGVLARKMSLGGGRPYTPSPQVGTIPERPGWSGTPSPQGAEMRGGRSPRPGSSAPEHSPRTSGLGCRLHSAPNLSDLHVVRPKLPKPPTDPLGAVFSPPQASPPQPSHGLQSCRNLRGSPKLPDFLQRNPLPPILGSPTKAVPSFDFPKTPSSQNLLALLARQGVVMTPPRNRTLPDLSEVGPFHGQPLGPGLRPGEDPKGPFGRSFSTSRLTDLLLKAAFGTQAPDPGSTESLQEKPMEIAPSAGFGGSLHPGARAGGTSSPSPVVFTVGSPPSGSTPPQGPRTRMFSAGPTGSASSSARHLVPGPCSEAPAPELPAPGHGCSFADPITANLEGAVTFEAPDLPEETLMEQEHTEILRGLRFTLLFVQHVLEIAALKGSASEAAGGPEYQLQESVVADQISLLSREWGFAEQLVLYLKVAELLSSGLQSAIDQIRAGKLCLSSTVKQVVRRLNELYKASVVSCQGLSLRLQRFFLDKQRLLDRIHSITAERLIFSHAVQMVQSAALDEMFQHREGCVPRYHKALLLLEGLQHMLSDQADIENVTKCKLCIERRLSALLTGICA
Starred values were filed as active, the others as inactive; / = not tested or not shown.

nr	canonical_smiles	ASK1 primary	ULK1 inh
1	CC(C)(C)OC(=O)N1CCCC(c2nc3ccc(-c4ccncc4)cc3[nH]2)C1 (centres undefined)	2.3	-10.1
2	CC1(C(=O)Nc2ncn[nH]2)CC1(Cl)Cl (centres undefined)	/	-1.2
3	C/C=C/C=C/C(=O)O	/	7.2
4	CCN1CCC2(CC1)NC(=O)N(CC(=O)Nc1ccc(F)cc1F)C2=O	/	7.9
5	CC(C)n1cnc2c(Nc3ccc(Oc4ccccc4)cc3)nc(Nc3ccccn3)nc21	3.4	4.8
6	Oc1ccc(CCNc2ncnc3nc(-c4ccc(N5CCOCC5)nc4)[nH]c23)cc1	5.5	3.1
7	CC(=O)Nc1ccc(Nc2nc(N3CCC(N4CCOCC4)CC3)nc3c2ncn3Cc2ccc(C(F)(F)F)cc2)cc1	18.2	-31.1
8	O=C(Nc1ccncc1)OC1CCN(C(=O)[C@H](O)COc2ccc(Br)cc2)CC1	-3.4	1.0
9	O=C1C(=O)c2ccccc2C(O)=C1C1CCC(c2ccc(Cl)cc2)CC1 (centres undefined)	/	-21.0
10	CN1CCN(c2ccc(-c3nc4ccc(C(=O)Nc5ccc(N6CCOCC6)cc5)cc4s3)cc2)CC1	-30.2	-5.5

nr	canonical_smiles	ASK1 primary	ULK1 inh
11	COc1cc(Nc2nc(-c3c(C)noc3C)nc3c2ncn3-c2ccccc2)cc(OC)c1OC	9.1	9.1
12	O=C(Cc1cn(-c2ccc(NCCCN3CCCC3=O)nn2)c2ccccc12)NCCCN1CCCC1=O	-6.5	-8.1
13	CC(=O)Nc1ccc(-c2cn[nH]c2)cc1NC(=O)[C@H](N)Cc1cccc(F)c1	10.5	-1.9
14	CCC(=O)N/N=C/c1ccc(OS(=O)(=O)c2ccccc2)cc1	/	-1.1
15	O=C1C(=O)N(CCCn2ccnc2)C(c2ccccc2[N+](=O)[O-])/C1=C(\O)c1ccccc1 (centres undefined)	/	3.5
16	Nc1nc(Nc2ccc(C(F)(F)F)cc2)nc2c1ncn2-c1ccccc1	-6.7	16.1
17	c1ccc(CN2CCC(Nc3cc(N4CCOCC4)ncn3)CC2)cc1	-1.6	7.5
18	O=C(NCCN1CCOCC1)c1ccnc(-c2ccc(N3CCOCC3)nc2)c1	-2.1	-4.4
19	O=C(Nc1ccc2[nH]ncc2c1)[C@H]1CC[C@H](NC(=O)[C@@H](O)c2ccccc2Cl)C1	1.3	4.0
20	FC(F)(F)c1ccc(Cn2cnc3c(NC4CC4)nc(Cl)nc32)cc1	-20.4	-12.3

Rewritten as labelled records: 4 of the compounds above
17. c1ccc(CN2CCC(Nc3cc(N4CCOCC4)ncn3)CC2)cc1
  ASK1 primary = -1.6; ULK1 inh = 7.5

18. O=C(NCCN1CCOCC1)c1ccnc(-c2ccc(N3CCOCC3)nc2)c1
  ASK1 primary = -2.1; ULK1 inh = -4.4

19. O=C(Nc1ccc2[nH]ncc2c1)[C@H]1CC[C@H](NC(=O)[C@@H](O)c2ccccc2Cl)C1
  ASK1 primary = 1.3; ULK1 inh = 4.0

20. FC(F)(F)c1ccc(Cn2cnc3c(NC4CC4)nc(Cl)nc32)cc1
  ASK1 primary = -20.4; ULK1 inh = -12.3

Next records.
nr	canonical_smiles	ASK1 primary	ULK1 inh
21	CCCNc1nc(Nc2nc3ccccc3n2C)nc2c1ncn2Cc1ccc(C(F)(F)F)cc1	11.3	-5.9
22	CCC1NC(=O)c2cc(S(N)(=O)=O)c(Cl)cc2N1 (centres undefined)	/	2.8
23	c1ccc(-c2ccnc(OCc3ccc(CN4CCOCC4)cc3)n2)cc1	-16.7	-7.8
24	COc1ccc2c(c1)CC(c1nc3ccc(-c4ccnc(N)n4)cc3s1)CO2 (centres undefined)	-1.5	-10.5
25	COc1ccc(-c2nc(NCCc3ccc(O)cc3)c3[nH]cnc3n2)cn1	-11.5	-32.8
26	COc1ccc(-c2nc(Nc3ccc(N4CCOCC4)cc3)c3ncn(-c4ccccc4)c3n2)cc1	16.0	-5.7
27	COc1cc2nc(N3CCN(c4ccccn4)CC3)nc(N)c2cc1OC	-17.9	2.3
28	NC(=Nc1ccccc1)Nc1ccccc1	/	1.4
29	O=C(Nc1ccc2[nH]ncc2c1)C1CCN(C(=O)Nc2ccc(Br)cc2)C1 (centres undefined)	-6.1	4.3
30	COc1cc(Nc2nc(Nc3ccc(N4CCOCC4)cc3)nc3c2ncn3C(C)C)cc(OC)c1OC	22.9	10.7

nr	canonical_smiles	ASK1 primary	ULK1 inh
31	CN(CCc1ccccc1)CCc1ccccc1	/	9.5
32	COc1cc(Oc2ccccc2C(=O)O)nc(OC)n1	/	2.5
33	COc1ccc(-c2nc(C)cc(Nc3cc(OC)c(OC)c(OC)c3)n2)cn1	12.6	-7.6
34	CCNc1nc2ccc(C(=O)NCCN3CCOCC3)cc2s1	-17.9	-5.1
35	COc1cc(Nc2cc(C)nc(Nc3nccc4ccccc34)n2)cc(OC)c1OC	13.8	-8.9
36	O=C(Nc1ccc2[nH]ncc2c1)[C@@H]1CCCN1C(=O)[C@@H](O)c1ccccc1Cl	-8.2	-2.1
37	CCOc1cc(C(=O)Nc2nc3c(s2)CN(C)CC3)cc(OCC)c1OCC	/	2.1
38	COc1ccc(CCNC(=O)Cc2cn(-c3ccc(Nc4cnccn4)nn3)c3ccccc23)cc1	12.3	8.6
39	COc1ccc(C2OC(=O)C(C)(C)C(=O)C2C(C)C)cc1 (centres undefined)	/	4.2
40	O=C(Nc1nccc(-c2ccccc2Oc2ccccc2)n1)C1CCOC1 (centres undefined)	-6.4	-5.6

Three records picked at random from those above:
nr	canonical_smiles	ASK1 primary	ULK1 inh
31	CN(CCc1ccccc1)CCc1ccccc1	/	9.5
39	COc1ccc(C2OC(=O)C(C)(C)C(=O)C2C(C)C)cc1 (centres undefined)	/	4.2
32	COc1cc(Oc2ccccc2C(=O)O)nc(OC)n1	/	2.5

Later entries.
nr	canonical_smiles	ASK1 primary	ULK1 inh
41	CS(=O)(=O)c1ccc(N2CCN(c3ccccn3)CC2)c(F)c1	/	6.0
42	CN1CCN(c2ccc(-c3cc(NCCO)ncn3)cc2)CC1	-16.0	-3.5
43	O=C(c1cccc(C(F)(F)F)c1)N1CCc2nc3ccccn3c(=O)c2C1	/	-1.7
44	Cn1c(Nc2nc(NCc3ccccc3)c3ncn(-c4ccsc4)c3n2)nc2ccccc21	-8.4	12.2
45	O=C(Nc1ccccn1)c1cc2cc(Br)ccc2oc1=O	/	-9.9
46	CN1CCN(C(=O)c2ccc(-c3ccc(C(=O)NCCCN4CCCC4=O)s3)cc2)CC1	8.8	-1.3
47	N#C/C(=C/c1cn(CC(=O)O)c2ccccc12)C(=O)NCc1ccccc1	/	-0.5
48	O=c1[nH]c(=O)c2cn[nH]c2[nH]1	/	15.5
49	O=C(NCCCN1CCCC1=O)c1cccc(Nc2ccccc2)c1	0.8	-5.0
50	FC(F)(F)c1cccc(CNc2nc(Nc3cnccn3)nc3c2ncn3C2CCCCC2)c1	22.4	-4.2

Ordered by number of heavy atoms (ascending): part of the list above.
nr	canonical_smiles	ASK1 primary	ULK1 inh
48	O=c1[nH]c(=O)c2cn[nH]c2[nH]1	/	15.5
4	CCN1CCC2(CC1)NC(=O)N(CC(=O)Nc1ccc(F)cc1F)C2=O	/	7.9
16	Nc1nc(Nc2ccc(C(F)(F)F)cc2)nc2c1ncn2-c1ccccc1	-6.7	16.1
8	O=C(Nc1ccncc1)OC1CCN(C(=O)[C@H](O)COc2ccc(Br)cc2)CC1	-3.4	1.0
50	FC(F)(F)c1cccc(CNc2nc(Nc3cnccn3)nc3c2ncn3C2CCCCC2)c1	22.4	-4.2
30	COc1cc(Nc2nc(Nc3ccc(N4CCOCC4)cc3)nc3c2ncn3C(C)C)cc(OC)c1OC	22.9	10.7

Carrying on:
nr	canonical_smiles	ASK1 primary	ULK1 inh
51	CN1CCN(c2ccc(-c3cc(NCCOc4ccccc4)ncn3)cc2)CC1	-0.6	11.7
52	Cc1cnc(Nc2ncccn2)nc1NCc1cccc(C(F)(F)F)c1	-1.7	-36.3
53	Cn1nccc1Nc1cc(C(=O)NCCCN2CCCC2=O)c2ccccc2n1	9.4	2.5
54	COc1cc2nc(NC3CCN(Cc4ccccc4)CC3)nc(NCCCN3CCCC3=O)c2cc1OC	3.1	2.6
55	Cn1c(Nc2cc(C(=O)NCc3cccnc3)ccn2)nc2ccccc21	13.0	18.9
56	OCC1CCCN1c1nc(Nc2ccc3c(c2)OCO3)c2ncn(-c3ccsc3)c2n1 (centres undefined)	8.3	10.6
57	O=C(NC1CC1)c1csc(NCc2ccc3c(c2)OCO3)n1	-16.9	15.1
58	Cn1nccc1Nc1cc(C(=O)Nc2ccc(N3CCOCC3)cc2)c2ccccc2n1	11.7	25.4
59	Cc1cc(NCCN2CCOCC2)nc(Nc2cccc(N(C)C)c2)n1	12.8	11.8
60	COc1ccc(-c2nc3c(NCCN(C(C)C)C(C)C)ncnc3n2C(C)C)cn1	-3.6	4.8

nr	canonical_smiles	ASK1 primary	ULK1 inh
61	OC1CCCN(c2ncn(-c3ccc(Nc4nccc(-c5cccc(N6CCOCC6)c5)n4)cc3)n2)C1 (centres undefined)	0.8	-27.7
62	Oc1ccc(CCNc2nc(-c3ccccc3)nc3nc[nH]c23)cc1	9.5	-9.9
63	CC(=O)c1cccc(-c2nc(C(=O)NCCc3ccc(O)cc3)cs2)c1	5.6	-20.2
64	O=C(Nc1ccc2c(c1)OCO2)c1ccnc(N2CCN(Cc3ccc4c(c3)OCO4)CC2)c1	17.1	24.4
65	COc1cccc(CN(CC(C)C)C(=O)Nc2ccc(-c3cn[nH]c3)cc2)c1	-0.9	-9.2
66	O=c1[nH]c(=O)n(C2CCCO2)cc1F (centres undefined)	/	-2.5
67	O=C(NCCCN1CCCC1=O)C1CCN(c2ccc(N3CCCC3CO)nn2)CC1 (centres undefined)	1.3	4.4
68	COc1cc2nc(Nc3ccnn3C)nc(NCCCN3CCCC3=O)c2cc1OC	0.6	-4.6
69	Nc1cccc(-c2nc3ncnc(NCc4nc5ccccc5[nH]4)c3[nH]2)c1	-0.3	2.3
70	CN[C@@H]1[C@@H](O[C@H]2O[C@H](CO)[C@@H](N)[C@H](O)[C@H]2O)O[C@H]2C[C@@H](N)[C@H](O[C@H]3[C@H](O)[C@@H](O)[C@H](N)C[C@@H]3N)O[C@@H]2[C@@H]1O	/	6.9

nr	canonical_smiles	ASK1 primary	ULK1 inh
71	CCOC(=O)C1=C(N)OC2=C(C(=O)CCC2)C1c1ccccc1OC (centres undefined)	/	-7.8
72	O=c1c2ccccc2nc2c3ccccc3c(N3CCCCCC3)nn12	/	5.2
73	c1ccc(CNc2nc(N3CCC(N4CCOCC4)CC3)nc3c2ncn3C2CCCCC2)cc1	14.1	1.0
74	O=C1CCCN1CCn1cnc2c(Nc3ccc4c(c3)OCO4)nc(Cl)nc21	3.3	5.7
75	O=C(NCCN1CCOCC1)c1ccnc(Nc2cnccn2)c1	-0.7	-1.5
76	COc1ccc2c(c1)CC(C(=O)Nc1ccc(-c3cn[nH]c3)cc1Oc1cccc(N(C)C)c1)CO2 (centres undefined)	32.6	8.6
77	CC(C)n1cnc2c(Nc3ccccc3)nc(-c3cccs3)nc21	9.0	-7.2
78	CC(C)n1cnc2c(NCCN3CCOCC3)nc(Nc3ccccc3)nc21	-5.0	9.5
79	CC(=O)c1cccc(-c2cccc(C(=O)NCCCN3CCCC3=O)n2)c1	-10.1	-0.4
80	O=C(NC1CCCC1)C1CCN(C(=O)Cc2ccccc2)CC1	/	-1.8

Copied from the list.
Result of #21 in ASK1 primary: 11.3
Result of #16 in ULK1 inh: 16.1

Other compounds:
nr	canonical_smiles	ASK1 primary	ULK1 inh
81	CC(C)n1cnc2c(NCc3ccccc3)nc(-c3cccs3)nc21	-4.0	-6.9
82	FC(F)(F)c1ccc(Cn2cnc3c(NCc4cccnc4)nc(Cl)nc32)cc1	-3.5	-17.0
83	O=C(NCCOc1ccccc1)c1csc(-c2ccccc2)n1	-9.1	-16.2
84	Nc1cc(Nc2ccc(C(F)(F)F)cc2)ncn1	8.2	-3.6
85	COc1cc(Nc2cccc(C(=O)NCCN3CCOCC3)n2)cc(OC)c1OC	-1.9	7.3
86	Fc1ccc(N2CCn3c(SCc4cccnc4)nnc32)cc1	/	-1.9
87	Cc1cccc(NC(=O)C(=O)c2ccccc2)c1N1CCC2(CC1)OCCO2	6.3	6.7
88	Nc1nc(Nc2ccc(N3CCOCC3)cc2)cc(N2CCC(N3CCOCC3)CC2)n1	-0.4	6.4
89	NC(=O)c1ccc2nc(-c3ccccc3)sc2c1	9.1	5.1
90	O=C1NCCC(NCCNC(=O)C2COc3ccccc3O2)c2cc[nH]c21 (centres undefined)	10.2	12.1

nr	canonical_smiles	ASK1 primary	ULK1 inh
91	COc1ccc(S(=O)(=O)/N=C2\C=CC(=O)C(Cl)=C2)cc1	/	44.1*
92	CCCCc1nnc(-c2cc3ccccc3n2CC(=O)NCCc2ccc(OC)c(OC)c2)o1	/	2.8
93	CC(C)n1cnc2c(NCc3nc4ccccc4[nH]3)nc(N3CCN(c4ccccn4)CC3)nc21	11.7	-1.1
94	Cn1c(Nc2nc(NCc3nc4ccccc4[nH]3)c3ncn(C4CCCCC4)c3n2)nc2ccccc21	20.6	10.1
